# Screens: PubChem BioAssay, several laboratories
# H9c2 protect: modulators protecting cardiomyocytes from myocardial damage; H9c2 cardiomyocytes, H2O2 injury protection, ATPLite, 2 h; actives 0.63% (n = 360,000); protection from H2O2 cell death, % at 20 µM;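 active = compounds giving at least 50% protection of heart cells from peroxide-induced death in the single-dose screen, raw or plate-pattern-corrected value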;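 note: 0% = DMSO wells with peroxide and 100% = DMSO wells without peroxide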
# PDI inh: PDI (human) enzyme inhibition | P07237 | PDI insulin aggregation turbidity, A650, 90 min | inhibition, % at 10 µM | actives 0.052% (n = 350,000) | AID 588391;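 active = mean inhibition across replicates of 30% or more, whatever share of single replicates reach that level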;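 note: absorbance from insulin aggregation driven by PDI reduction with DTT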
# Target sequence (P07237 whole entry, looked up): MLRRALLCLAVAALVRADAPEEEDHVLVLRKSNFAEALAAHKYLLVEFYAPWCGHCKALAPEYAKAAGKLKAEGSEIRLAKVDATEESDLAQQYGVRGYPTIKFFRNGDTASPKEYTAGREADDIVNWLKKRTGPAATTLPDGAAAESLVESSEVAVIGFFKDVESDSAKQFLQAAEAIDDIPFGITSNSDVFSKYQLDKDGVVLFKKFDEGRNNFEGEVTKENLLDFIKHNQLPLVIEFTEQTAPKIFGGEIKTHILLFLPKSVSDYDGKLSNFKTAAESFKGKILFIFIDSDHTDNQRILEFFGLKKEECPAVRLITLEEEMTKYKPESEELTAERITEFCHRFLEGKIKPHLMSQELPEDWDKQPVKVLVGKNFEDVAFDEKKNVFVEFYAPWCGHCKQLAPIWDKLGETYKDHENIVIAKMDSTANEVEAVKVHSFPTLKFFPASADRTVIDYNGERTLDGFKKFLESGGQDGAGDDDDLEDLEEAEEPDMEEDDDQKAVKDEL
# Shn3 inh set2: inhibitors of Schnurri-3 3'UTR reporter in osteoblasts; inhibition, % at 12.5 µM; AID 588674; Clone20 osteoblast Shn3 3'UTR firefly luciferase, 24 h; actives 0.52% (n = 360,000);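 active = mean inhibition of at least 75% with every replicate also reaching 75%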;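 note: 0% = median of neutral control wells and 100% = pilot-screen positive control compound; some compounds past the cut are filed as inactive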
# HIF-2a block: inhibitors of HIF-2a; 786-0 RCC cells HIF-2a reporter, luciferase luminescence, overnight; inhibition, % at 18.8 µM; actives 0.72% (n = 360,000); AID 624352;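 active = inhibition of the luminescence signal of 40% or more relative to plate controls, in a single-dose primary screen at 18.75 µM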
# TRPM1 prom inh: inhibitors of MITF-driven TRPM1 promoter in melanoma cells; SK-MEL-5 TRPM1 promoter luciferase, 24 h; inhibition, % at 12.5 µM; actives 0.83% (n = 330,000); AID 488899;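 active = mean inhibition across replicates of 60% or more, whatever share of single replicates reaches that level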; note: values of inactives mirror those of a sister screen read the other way
# CaV13 FRET inh: Primary screen for inhibitors of IQ motif and Ca2+-dependent inactivation inhibitor domain binding in CACNA1D, Förster resonance energy transfer in living cells, …. HEK cells, CFP/YFP FRET ICDI-IQ, plate reader, 10 min; percent FRET-ratio fall versus neutral wells. inhibition, % at 12.3 µM. actives 0.098% (n = 340,000);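 active = mean replicate inhibition of at least 30% and at least 1% of replicates passing that level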;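 note: 0% = median of the neutral control wells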
# m5-HT2A agonist: activates the mouse 5-HT2A serotonin receptor; P35363; CHO-K1 mHTR2A beta-arrestin complementation, luminescence; percent of 30 µM serotonin response; activation, % at 7.6 µM; actives 0.66% (n = 360,000);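 active = activation above a run cutoff, the mean activation of all tested compounds plus 3 SD, cut at about 14% in these data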;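 note: 0% = plate median of compound wells and 100% = 30 µM serotonin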
# Target sequence (P35363 whole entry, looked up): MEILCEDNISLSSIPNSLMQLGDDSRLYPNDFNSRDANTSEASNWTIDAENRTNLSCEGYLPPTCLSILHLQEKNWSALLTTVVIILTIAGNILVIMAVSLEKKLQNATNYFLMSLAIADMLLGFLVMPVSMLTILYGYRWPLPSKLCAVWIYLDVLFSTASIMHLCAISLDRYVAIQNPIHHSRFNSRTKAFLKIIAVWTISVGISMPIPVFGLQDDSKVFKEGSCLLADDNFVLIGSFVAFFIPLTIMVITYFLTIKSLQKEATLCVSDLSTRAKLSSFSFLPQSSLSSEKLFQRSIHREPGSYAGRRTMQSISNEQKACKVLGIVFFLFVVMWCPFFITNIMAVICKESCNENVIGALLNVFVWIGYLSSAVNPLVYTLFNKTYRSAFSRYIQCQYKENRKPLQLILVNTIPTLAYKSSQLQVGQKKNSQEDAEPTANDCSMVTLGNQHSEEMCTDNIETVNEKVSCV
# NR2E3 ag-1: activates human NR2E3 receptor. actives 0.35% (n = 360,000). AID 602229. inhibition of corepressor binding, % at 3.98 µM. CHO-S Gal4-NCOR/VP16-NR2E3 two-hybrid, luciferase. Q9Y5X4;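 active = inhibition above the mean of all tested compounds plus 3 SD, cut at about 70% in these data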;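 note: 0% = DMSO with NR2E3 transfected cells and 100% = cells lacking NR2E3 construct; higher means lower luciferase signal from less NR2E3 corepressor binding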
# NR2E3 ag-2: NR2E3 (human) agonism | GST-NR2E3/biotin-RetCOR TR-FRET, 1536-well | actives 0.12% (n = 320,000) | AID 2300 | inhibition of corepressor binding, % at 4.78 µM;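 active = percent inhibition above the cutoff of mean plus 3 SD of all tested compounds, set per screening campaign, cut at about 20% in these data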;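 note: 0% = DMSO wells and 100% = biotin wells as full block of FRET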
#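 Material: NR2E3–RetCOR corepressor complex / Incubation: Compound–protein incubation for 5 h at 4 °C / Dosing: compound at 4.8 µM, single dose / Detection: time-resolved FRET / Benchmarks: high control biotin, low control 0.6% DMSO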
# iPSC survival up: hiPSC single-cell survival enhancement; AID 602274; actives 0.044% (n = 360,000); survival enhancement, % at 20 µM; ATPlite luminescence; 100% = ROCK inhibitor wells, 0% = DMSO; in the data active = survival enhancement above about 18%;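 note: cells exposed to compounds for 16 hours before the ATP read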
# Peg3 prom inh: reduces Peg3 promoter-driven luciferase expression in HeLa | actives 1.7% (n = 360,000) | HeLa PEG-Prom luciferase reporter, luminescence, overnight | inhibition, % at 20 µM;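 active = inhibition of at least 50% at 20 µM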
# Numbers without * were called inactive; / = not tested or not shown.
SMILES,H9c2 protect,PDI inh,Shn3 inh set2,HIF-2a block,TRPM1 prom inh,CaV13 FRET inh,m5-HT2A agonist,NR2E3 ag-1,NR2E3 ag-2,iPSC survival up,Peg3 prom inh
COc1ccc(NC(=O)c2ccc3c(c2)OCO3)cc1S(=O)(=O)N1CCOCC1,10,14,1,-8,3,-2,4,7,/,-0.9,-1
COc1cc2nc(CN3CCN(S(=O)(=O)c4ccccc4C(F)(F)F)CC3)[nH]c(=O)c2cc1OC,6,4,-7,25,14,-20,3,-7,/,-1.9,23
CCN1C(=O)[C@H]2[C@H]3CN=C(SCc4ccc(C#N)cc4)N3[C@@](C)(C(=O)OC)[C@H]2C1=O,10,8,3,2,7,-5,-3,-16,/,0.6,-15
Fc1ccc(CNC(=S)Nc2ccccc2Cl)cc1,1,-17,7,10,13,-16,-3,4,-2,-2.2,0
Cc1sc2ncnc(OCC(=O)NCC3CCCO3)c2c1C (centres undefined),-5,-7,4,19,1,-5,3,3,0,-3.6,3
CCOC(=O)N1CCN(c2c(NC3CCN(Cc4ccccc4)CC3)c(=O)c2=O)CC1,16,9,-25,12,/,-5,-4,-11,2,1.7,14
COCCNC(=O)Cn1cc(S(=O)(=O)N2CCN(c3ccccc3F)CC2)c2ccccc2c1=O,15,-4,0,9,-15,-4,3,-7,0,-1.1,25
COC(=O)c1c(O)ccc(Oc2ccccc2)c1C(=O)OC,0,3,3,18,4,/,3,-10,1,-1.3,14
O=C(CSc1ccc2c(c1)OCCO2)N1CCN(c2ccccc2O)CC1,5,0,-2,-21,3,-6,4,-7,/,-0.4,-24
NS(=O)(=O)c1ccc(NC(=S)NNC(=O)c2cccs2)cc1,6,10,-17,-3,10,-7,-2,-34,-5,-1.1,1
O=C1CC2(CCN(C(=O)c3c(F)cccc3Cl)CC2)Oc2ccccc21,6,7,25,21,1,-2,-8,18,2,-0.5,19
CCc1cccc(OCC2Cn3c(nc4c3c(=O)n(C)c(=O)n4C)O2)c1 (centres undefined),-3,4,27,33,5,-20,-1,-7,6,-0.3,24
Cc1noc(/C=C/N(C)C)c1S(=O)(=O)N1CCCC(C(=O)NC2CCCCC2C)C1 (centres undefined),-1,/,-3,12,-19,9,-3,3,2,6.4,6
CC(C)=CCC[C@](C)(O[C@@H]1O[C@H](CO[C@@H]2OC[C@H](O[C@@H]3OC[C@@H](O)[C@H](O)[C@H]3O)[C@H](O)[C@H]2O)[C@@H](O)[C@H](O)[C@H]1O)C1CC[C@]2(C)C1[C@H](O)CC1[C@@]3(C)CC[C@H](O)C(C)(C)C3[C@@H](O)C[C@]12C (some centres undefined),2,5,-25,2,2,-11,7,-28,/,-1.7,-3
CCOC(=O)c1[nH]c2ccc(OCC)cc2c1NC(=O)CN1CCN(c2ccccc2)CC1,6,-9,16,-89,0,-3,-1,-21,4,-0.4,-6
CC(C)(O)[C@H]1Cc2cc3ccc(=O)oc3cc2O1,-12,4,-39,-146,-91,-3,-3,-84,3,-0.6,-177
COc1ccc(NC(=O)C2CCCO2)cc1Cl (centres undefined),5,16,-2,-20,-31,-3,-2,4,1,3.3,-31
Cc1ccc(C(=O)N2CCC2(C)C(=O)NC(C)C)cc1 (centres undefined),8,8,-2,13,/,-5,1,11,/,-3.7,7
O=C(CCc1ccc(S(=O)(=O)NC2CCCCC2)cc1)NCc1ccccn1,-3,-1,-21,3,12,3,-2,-11,2,-1.4,9
CC1CCC(NC(=O)C(Cc2ccccc2)n2cccc2)CC1 (centres undefined),-5,-5,-21,3,5,-2,-5,-7,-3,-0.6,8
COc1ccc(N2C(=NC(=O)C3CC3)SC3CS(=O)(=O)CC32)cc1Cl (centres undefined),4,6,3,-2,-1,-5,0,-23,0,0.0,14
O=C(NC(NC(=S)Nc1c(Cl)cccc1Cl)C(Cl)(Cl)Cl)OCc1ccccc1 (centres undefined),-24,-1,4,24,8,-2,-3,-26,3,0.1,34
COc1ccc(CNC(=O)NCCc2c[nH]c3ccccc23)cc1,-6,1,5,-3,2,-20,1,-8,/,0.3,0
Cc1ccccc1NC(=O)C(NS(=O)(=O)c1ccc2c(c1)c(=O)n(C)c(=O)n2C)c1ccccc1 (centres undefined),10,1,2,0,/,-6,5,-1,0,-2.3,-8
CCC(=O)N1N=C(c2c(O)n(C)c(=O)n(C)c2=O)CC1c1ccccc1 (centres undefined),13,-8,33,14,22,1,0,19,-2,0.2,11

# Brought forward from above: 2 entries; new compounds follow.
SMILES,H9c2 protect,PDI inh,Shn3 inh set2,HIF-2a block,TRPM1 prom inh,CaV13 FRET inh,m5-HT2A agonist,NR2E3 ag-1,NR2E3 ag-2,iPSC survival up,Peg3 prom inh
Cc1ccccc1NC(=O)C(NS(=O)(=O)c1ccc2c(c1)c(=O)n(C)c(=O)n2C)c1ccccc1 (centres undefined),10,1,2,0,/,-6,5,-1,0,-2.3,-8
CCC(=O)N1N=C(c2c(O)n(C)c(=O)n(C)c2=O)CC1c1ccccc1 (centres undefined),13,-8,33,14,22,1,0,19,-2,0.2,11
COc1ccc(-c2sc3cc4c(cc3c2C#Cc2ccc(N)cc2)OCO4)cc1,-14,1,-16,-153,-31,-4,-3,-56,/,-1.0,-102
O=C1NC[C@H](c2ccccc2)N(CCc2cc(C(F)(F)F)cc(C(F)(F)F)c2)C1=O,-15,1,3,17,2,-7,-5,-22,-1,2.1,-3
COc1ccc(OC)c(NC(=O)CCCCCn2nnc3ccccc3c2=O)c1,-4,-3,-2,10,2,-21,-3,-13,0,-0.7,14
COc1cc2c(cc1OC)CN(C(=O)CSc1n[nH]c(N)n1)CC2,8,-3,-10,16,-3,/,0,5,-2,8.5,5
CC(C)[C@H](NS(=O)(=O)c1cccc(Cl)c1)C(=O)OCC(=O)N1CCN(c2ccccc2)CC1,-6,2,-4,11,2,-3,-1,-13,3,-0.4,3
Cc1cc(NC(=O)c2noc3c2CCCC3)n(-c2ccccc2)n1,-2,11,3,-20,11,-8,-1,-6,5,-1.0,11
COc1cccc(CNC(=O)CCC2CCCN(c3cc(C)nc(N)n3)C2)c1 (centres undefined),3,18,7,11,-2,-5,0,-27,12,2.6,7
O=c1nc2n(c3sc4c(c13)CCCC4)C(CBr)CS2 (centres undefined),5,-1,2,16,15,/,1,-1,-2,-1.3,13
COc1ccc(OC)c(C(=O)CSc2nnc(Cc3cccs3)n2CCc2ccccc2)c1,-1,-1,25,2,-1,-8,2,1,-1,3.4,27
CCOC(=O)C1(CCOc2ccccc2)CCN(Cc2cnc(C)s2)CC1,-2,-3,16,15,3,-2,-4,4,0,11,9
Cn1nc(C(=O)NCCN2CCOCC2)c2ccccc2c1=O,-4,0,-5,15,10,-9,2,-7,1,0.0,6
C[C@H](CO)N1C[C@H](C)[C@@H](CN(C)Cc2ccncc2)OCc2cnnn2CCCC1=O,-4,3,-5,-6,/,-6,2,-4,/,1.7,-12
Cc1ccc(-c2cc(C(=O)NN=C3CCCC3)c3ccccc3n2)cc1,-10,-3,3,-37,2,-2,-8,-43,0,-3.6,26
COc1ccc(N2C(=O)C(CC(=O)O)S/C2=N\N=C\c2cccs2)cc1 (centres undefined),-1,-2,-14,-4,-3,-5,-2,23,3,-0.5,2
C[C@]12CC[C@@H]3c4ccc(O)cc4CC[C@H]3[C@@H]1CCC2=O,5,13,-6,-9,6,-5,2,6,0,-0.5,-1
CCOc1ccccc1N=Cc1c(O)c2ccccc2oc1=O,7,4,19,9,18,12,3,-32,-2,-0.1,25
CCOC(=O)Cn1ncc(-c2ccccc2)c1N,3,4,-9,-76,-46,-6,-1,-89,0,-2.5,-113
Cc1ccc(S(=O)(=O)N2CCc3c2cc([N+](=O)[O-])cc3[N+](=O)[O-])cc1,-19,-2,28,4,22,-4,7,-7,-3,-0.2,7
COc1ccc(NC(=O)CN(c2cc(C)cc(C)c2)S(=O)(=O)c2c(C)noc2C)cc1OC,8,-6,7,8,13,0,2,-16,-2,1.3,0
c1nc2nc3c(c(N4CCOCC4)n2n1)CCCC3,10,4,11,13,17,-5,4,-26,-3,1.2,8
Cc1ccc(NC(=O)COC(=O)CNC(=O)c2cccc([N+](=O)[O-])c2)cc1S(=O)(=O)N1CCCCCC1,-17,1,27,16,6,-4,5,9,-4,0.5,18
Cc1cccc(OCC(=O)NCCNC(=O)c2ccccn2)c1,4,8,-2,8,-3,-20,-3,-16,4,-0.4,10
COc1ccc(NC(=O)CSc2nnc(Cc3cccn3C)n2-c2ccc(F)cc2)cc1,10,/,5,2,-6,-2,-2,-4,3,5.6,-5
COc1ccc(-c2n[nH]c(=S)nc2-c2ccc(OC)cc2)cc1,-1,3,19,8,17,-19,-1,-25,0,-0.4,21
Cc1ccccc1CC(=O)N1CCCC(CNC(=O)c2ccc(F)cc2)C1 (centres undefined),3,5,-1,-26,9,-7,3,-18,1,-0.6,4

# Filtered by structure, the compounds so far with a halogen
SMILES,H9c2 protect,PDI inh,Shn3 inh set2,HIF-2a block,TRPM1 prom inh,CaV13 FRET inh,m5-HT2A agonist,NR2E3 ag-1,NR2E3 ag-2,iPSC survival up,Peg3 prom inh
COc1cc2nc(CN3CCN(S(=O)(=O)c4ccccc4C(F)(F)F)CC3)[nH]c(=O)c2cc1OC,6,4,-7,25,14,-20,3,-7,/,-1.9,23
Fc1ccc(CNC(=S)Nc2ccccc2Cl)cc1,1,-17,7,10,13,-16,-3,4,-2,-2.2,0
COCCNC(=O)Cn1cc(S(=O)(=O)N2CCN(c3ccccc3F)CC2)c2ccccc2c1=O,15,-4,0,9,-15,-4,3,-7,0,-1.1,25
O=C1CC2(CCN(C(=O)c3c(F)cccc3Cl)CC2)Oc2ccccc21,6,7,25,21,1,-2,-8,18,2,-0.5,19
COc1ccc(NC(=O)C2CCCO2)cc1Cl (centres undefined),5,16,-2,-20,-31,-3,-2,4,1,3.3,-31
COc1ccc(N2C(=NC(=O)C3CC3)SC3CS(=O)(=O)CC32)cc1Cl (centres undefined),4,6,3,-2,-1,-5,0,-23,0,0.0,14
O=C(NC(NC(=S)Nc1c(Cl)cccc1Cl)C(Cl)(Cl)Cl)OCc1ccccc1 (centres undefined),-24,-1,4,24,8,-2,-3,-26,3,0.1,34
O=C1NC[C@H](c2ccccc2)N(CCc2cc(C(F)(F)F)cc(C(F)(F)F)c2)C1=O,-15,1,3,17,2,-7,-5,-22,-1,2.1,-3
CC(C)[C@H](NS(=O)(=O)c1cccc(Cl)c1)C(=O)OCC(=O)N1CCN(c2ccccc2)CC1,-6,2,-4,11,2,-3,-1,-13,3,-0.4,3
O=c1nc2n(c3sc4c(c13)CCCC4)C(CBr)CS2 (centres undefined),5,-1,2,16,15,/,1,-1,-2,-1.3,13
COc1ccc(NC(=O)CSc2nnc(Cc3cccn3C)n2-c2ccc(F)cc2)cc1,10,/,5,2,-6,-2,-2,-4,3,5.6,-5
Cc1ccccc1CC(=O)N1CCCC(CNC(=O)c2ccc(F)cc2)C1 (centres undefined),3,5,-1,-26,9,-7,3,-18,1,-0.6,4
